aSyn tox rescue: inhibitors of alpha-synuclein toxicity in yeast. S. cerevisiae alpha-synuclein toxicity rescue, BacTiter-Glo growth, 24 h. Potency, µM (top dose mostly 46.1 µM), inactives show top-dose growth rescue (activation), usual class: activators. 94,000 tested, 0.02% active; active means well fitted activation curve with a large enough effect; inconclusive means small, poorly fitted or top-dose-only effect; further: 0% is about no effect
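Growth restoration measured by BacTiter-Glo luminescence after 24 hr at 30 deg C; alpha-synuclein yeast, raffinose-pregrown to mid-log, were added at OD600=0.02 in galactose medium onto pinned compounds.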
Active calls of the source: *; ? = inconclusive; & = joins results of further samples; [ ] = remark or other dose. Potency means the concentration at half of the fitted maximal effect. An excerpt; the hit share may differ from the screen's.

canonical_smiles | aSyn tox rescue
COc1ccc(CN(C(=O)c2ccc(OCC(C)C)cc2)C2CCS(=O)(=O)C2)cc1 (stereo not given) | -9%
COc1ccc(NC(=O)c2ccc(NC(=O)CN(C)CC(=O)Nc3c(C)cccc3C)cc2)cc1 | -12%
CCCCOC(=O)c1ccc(NC(=O)c2cc3c(=O)n4cccc(C)c4nc3n2C)cc1 | 4%
COC(=O)C[C@H]1C[C@@H]2c3cc(NC(=O)Nc4ccc(F)cc4)ccc3O[C@@H]2[C@@H](CO)O1 | 4%
CCc1nn2c(=O)c(S(=O)(=O)Nc3cccc(F)c3)c(C)nc2s1 | 3%&9%
CCOC(=O)C1CCCN(C(=O)c2cccc(S(=O)(=O)N(C)c3ccc(OC)cc3)c2)C1 (stereo not given) | -3%
CCCn1c(=O)c2sccc2n2c(CCCC(=O)Nc3ccc(Oc4ccccc4)cc3)nnc12 | -1%
COc1cccc(CNC(=O)C2CCCN(S(=O)(=O)c3ccc4c(ccn4C)c3)C2)c1 (stereo not given) | 1%

The final 2 records of the part above open the next one.
canonical_smiles | aSyn tox rescue
CCCn1c(=O)c2sccc2n2c(CCCC(=O)Nc3ccc(Oc4ccccc4)cc3)nnc12 | -1%
COc1cccc(CNC(=O)C2CCCN(S(=O)(=O)c3ccc4c(ccn4C)c3)C2)c1 (stereo not given) | 1%
Cc1ccccc1C(=O)NCc1ccc2c(c1)CCN2C(=O)c1ccccc1 | -3%
CC1CN(C(=O)N2CCC(C(=O)NCc3cccs3)CC2)c2cc(Cl)ccc2O1 (stereo not given) | 0%
CCCCc1ccc(NC(=O)Cn2cnc3c(oc4ccccc43)c2=O)cc1 | -3%
COc1cccc(CNC(=O)Cn2nc(-c3ccc(Cl)cc3)ccc2=O)c1 | -1%
O=c1oc2ccc(Cl)cc2cc1-c1cn2c(n1)sc1ccccc12 | -12%
CCOc1ccc(-c2cc(CCCC(=O)NCc3ccco3)no2)cc1 | -4%
O=C(Cn1ncc2ccsc2c1=O)N1CCN(c2ccc(Cl)cc2)CC1 | -5%
COc1ccc(CNC(=O)CSc2c3c(nc4ccc(Cl)cc24)CCCC3)cc1 | -5%

The list goes on.
canonical_smiles | aSyn tox rescue
O=C(CN(c1cccc(C(F)(F)F)c1)S(=O)(=O)c1ccccc1)Nc1cccc(Cl)c1 | 9%
CC(=O)Nc1ccc(NS(=O)(=O)c2cn(C)c(=O)n(C)c2=O)cc1 | 1%
CCC(CC)C(=O)Nc1ccc(C(=O)OCc2cc(=O)n3nc(C4CC4)sc3n2)cc1 | 1%
COc1cccc(NC(=O)CSc2c(C)cnc3c2c(=O)n(C)c(=O)n3C)c1 | -2%
CN(C)/C(=N\S(=O)(=O)c1ccccc1)c1ccccc1 | -4%
Cc1csc(N(C(=O)Cc2ccccc2F)c2ccccc2)n1 | 6%
COc1ccc2c(Sc3ccccc3)c(C(=O)NCc3cccc(OC)c3OC)[nH]c2c1 | -2%
COc1ccc(C(C(=O)NCC2CCCO2)N(C(=O)Cn2nnc3ccccc32)c2ccc(NC(C)=O)cc2)c(OC)c1 (stereo not given) | 2%

Further structures
canonical_smiles | aSyn tox rescue
Cc1ccc(C(=O)C2=C(O)C(=O)N(Cc3cccnc3)C2c2ccc(N(C)C)cc2)o1 (stereo not given) | 3%
CCCCC(=O)OCC(=O)Nc1ccc(C)c(F)c1 | 1%
CC(=O)c1cccc(NC(=O)C(Sc2ncnc3ccccc23)c2ccccc2)c1 (stereo not given) | 8%
O=C(CSc1cn(CCNC(=O)c2cccs2)c2ccccc12)NC1CCCC1 | 1%
CC(=O)c1ccc(Nc2cnn(C34CC5CC(CC(CC(=O)O)(C5)C3)C4)c(=O)c2Cl)cc1 | 4%
CN(C)/C=C/C(=O)c1ccc(S(=O)(=O)c2ccccc2)cc1 | -63%[inhibitor]
COc1ccc(NS(=O)(=O)c2cc3[nH]c(=O)c(=O)[nH]c3cc2C)cc1OC | 0%
CCOC(=O)Cc1ccc(NC(=O)N(Cc2ccc(OC)cc2)C2CCN(C(C)=O)CC2)cc1 | 6%

Going on with the list.
canonical_smiles | aSyn tox rescue
Cc1nc2ccccc2c(=O)n1NC(=O)c1ccc([N+](=O)[O-])cc1 | -6%
CCCCN(C)C(=O)c1ccc2c(=O)n3nc(Nc4cc(C)ccc4C)sc3nc2c1 | 0%
CCOc1cccc2sc(N3CCN(C(=O)C(C)(C)C)CC3)nc12 | 8%
CCC1CCc2nc3sc(C(=O)Nc4cccc(F)c4)c(N)c3cc2C1 (stereo not given) | -5%
COc1ccccc1C(=O)NC(CCSC)C(=O)N1CCC(Cc2ccccc2)CC1 (stereo not given) | 10%
CCCCn1c(N)c(N(CC(C)C)C(=O)c2cc(S(=O)(=O)N3CCCCC3)ccc2C)c(=O)[nH]c1=O | 7%
COc1ccc(CNC(=O)C(=O)NCCC2CCCCN2S(=O)(=O)c2ccccc2)cc1 (stereo not given) | 2%
CCCN(CCC)S(=O)(=O)c1ccc(C(=O)NCc2ccc3c(c2)OCO3)cc1 | 8%

The results go on:
Structure,aSyn tox rescue
CCOC(=O)c1cc(NC(=O)c2ccc(OC)cc2)c(=O)n2c1oc1ccc(Cl)cc12,3%
CCc1ccc(Nc2sc(C(=O)c3ccccc3)c(N)c2S(C)(=O)=O)cc1,7%
O=C(C1CCCCC1)N(Cc1cccnc1)c1nc2ccc(F)cc2s1,17%
CC(=O)c1ccc(NC(=O)c2cc3sccc3n2Cc2ccc(Cl)cc2)cc1,?
Cc1cc2oc(C(=O)Nc3c(C(=O)Nc4ccccc4)oc4ccccc34)cc(=O)c2cc1C,1%
O=C(COC(=O)c1cc(-c2ccccc2)nc2c(Cl)cccc12)c1ccc(F)cc1,-1%
COc1ccc(NC(=O)Cn2c(=O)n(-c3cccc(C)c3)c(=O)c3c2c2cc(C)ccc2n3C)cc1OC,5%
Cc1cccc(CN2C(=O)c3ccccc3S(=O)(=O)c3ccc(C(=O)NC4CCCCC4)cc32)c1,3%
CCCCOc1ccc(N=Cc2cccs2)cc1,-6%
CCOC(=O)c1ccccc1NC(=O)N(Cc1ccc(CC)cc1)Cc1cn[nH]c1-c1ccc(OC)cc1,3%
CCCCN(C)CCNC(=O)c1cc2c(=O)n(C)c3ccccc3c2n1C,?
O=S(=O)(c1ccc(-c2cc(C(F)(F)F)on2)s1)N1CCN(c2ccccc2F)CC1,-10%
CC(Oc1ccc(Cl)cc1Cl)C(=O)NNC(=O)c1ccncc1 (stereo not given),-13%
COc1ccc(NC(=O)CN(C)C(=O)CCCNC(=O)c2ccc(Cl)cc2)cc1,4%
COc1ccc(N2CCN(S(=O)(=O)c3ccc4c(c3)CCCN4C(C)=O)CC2)cc1,0%
COc1cc(C2C(C#N)=C(N)OC3=C2C(=O)CC(C)(C)C3)ccc1OCCN1CCOCC1 (stereo not given),-3%
COc1cc(C(=O)OCC(=O)N2CCOCC2)c([N+](=O)[O-])cc1OC,-3%
CC(C)(C)C(=O)COC(=O)c1cc(-c2ccncc2)nc2ccccc12,2%
COc1ccc([N+](=O)[O-])cc1N(CC(=O)N1CCCCC1)S(C)(=O)=O,2%
O=C(c1cccnc1)c1cccnc1,-6%
Cc1ccccc1OCC(=O)Nc1ccc(S(=O)(=O)Nc2onc(C)c2C)cc1,8%
Cc1ccc2cccc(NC(=O)c3ccc(-c4cccc([N+](=O)[O-])c4)o3)c2n1,-12%
Cc1ccc(Cn2ccc(NC(=O)c3cc(-c4ccc(Cl)c(Cl)c4)on3)n2)cc1,-2%
CC(C)N(c1ccccc1)c1ccc(NC(=S)NCCN(C)C)cc1,-5%
Cc1cccc(NC(=O)Cn2c(=O)oc3cc(S(=O)(=O)N4CCCCCC4)ccc32)c1,-10%
COc1cc(NC2c3ccccc3C(=O)N2Cc2ccccc2)cc(OC)c1OC (stereo not given),-8%
OC(CNc1nc(C(F)(F)F)nc2ccccc12)c1ccccc1 (stereo not given),3%
CC(=O)C1=C(C)N(c2ccccc2)C(=O)C1(NS(=O)(=O)c1ccc(N)cc1)C(F)(F)F (stereo not given),0%
COc1ccc(NC(=O)NC(C)c2c(-n3cccc3)sc3c2CCN(C)C3)c(OC)c1 (stereo not given),5%
Cc1cc2nc(CN(C)Cc3c(C(=O)N(C)C)nc4ccc(Cl)cn34)[nH]c2cc1C,2%

19 neighbouring records already listed, quoted:
Structure,aSyn tox rescue
O=C(C1CCCCC1)N(Cc1cccnc1)c1nc2ccc(F)cc2s1,17%
CC(=O)c1ccc(NC(=O)c2cc3sccc3n2Cc2ccc(Cl)cc2)cc1,?
Cc1cc2oc(C(=O)Nc3c(C(=O)Nc4ccccc4)oc4ccccc34)cc(=O)c2cc1C,1%
O=C(COC(=O)c1cc(-c2ccccc2)nc2c(Cl)cccc12)c1ccc(F)cc1,-1%
COc1ccc(NC(=O)Cn2c(=O)n(-c3cccc(C)c3)c(=O)c3c2c2cc(C)ccc2n3C)cc1OC,5%
Cc1cccc(CN2C(=O)c3ccccc3S(=O)(=O)c3ccc(C(=O)NC4CCCCC4)cc32)c1,3%
CCCCOc1ccc(N=Cc2cccs2)cc1,-6%
CCOC(=O)c1ccccc1NC(=O)N(Cc1ccc(CC)cc1)Cc1cn[nH]c1-c1ccc(OC)cc1,3%
CCCCN(C)CCNC(=O)c1cc2c(=O)n(C)c3ccccc3c2n1C,?
O=S(=O)(c1ccc(-c2cc(C(F)(F)F)on2)s1)N1CCN(c2ccccc2F)CC1,-10%
CC(Oc1ccc(Cl)cc1Cl)C(=O)NNC(=O)c1ccncc1 (stereo not given),-13%
COc1ccc(NC(=O)CN(C)C(=O)CCCNC(=O)c2ccc(Cl)cc2)cc1,4%
COc1ccc(N2CCN(S(=O)(=O)c3ccc4c(c3)CCCN4C(C)=O)CC2)cc1,0%
COc1cc(C2C(C#N)=C(N)OC3=C2C(=O)CC(C)(C)C3)ccc1OCCN1CCOCC1 (stereo not given),-3%
COc1cc(C(=O)OCC(=O)N2CCOCC2)c([N+](=O)[O-])cc1OC,-3%
CC(C)(C)C(=O)COC(=O)c1cc(-c2ccncc2)nc2ccccc12,2%
COc1ccc([N+](=O)[O-])cc1N(CC(=O)N1CCCCC1)S(C)(=O)=O,2%
O=C(c1cccnc1)c1cccnc1,-6%
Cc1ccccc1OCC(=O)Nc1ccc(S(=O)(=O)Nc2onc(C)c2C)cc1,8%

The list continues.
Structure,aSyn tox rescue
Cc1ccc(N(C)C(=O)C2CCN(S(=O)(=O)c3c(C)noc3/C=C/c3c(C)cc(C)cc3C)CC2)cc1,3%
O=C(CCNC(=O)c1ccc(Cl)cc1)Nc1cc(C(F)(F)F)ccc1N1CCOCC1,-4%
O=C(c1ccccc1)N1CCCN(c2nccc(C(F)(F)F)n2)CC1,-2%
O=C(CCNS(=O)(=O)c1ccccc1)OCC(=O)c1ccc(Br)cc1,2%
Cc1cc(NC(=O)CSc2nc3c(C)ccc(C)c3cc2C#N)no1,2%
CC(/C=N/NC(=O)CNc1n[nH]c(=O)[nH]c1=O)c1ccccc1 (stereo not given),2%
O=C(CSCc1ccccc1Br)N/N=C/c1ccccc1C(=O)O,8%
COC(=O)c1nnn(CC(=O)NC(=O)Nc2ccccc2F)c1C(=O)OC,-2%
Cc1ccc(-n2ncc3c(NC4CCCCCC4)ncnc32)cc1,-10%
N#Cc1ccc(CSC2=NCCN2)cc1,-5%
CC1=C(c2ccc(C(C)C)cc2)S(=O)(=O)NC1=NCCCN1CCN(c2ccccc2F)CC1,-4%
O=C(CSc1nc2ccccc2n1Cc1ccccc1)NCc1ccccc1,9%
COCCN1Cc2cccc(C(=O)NCCCN3CCCC3=O)c2C1=O,9%
Cn1ccnc1C1CCCCN1Cc1nc(Cc2cccc(C(F)(F)F)c2)no1 (stereo not given),6%
CCc1ccc(CNC(=O)c2c(C)oc3ncn(CC(C)C)c(=O)c23)cc1,10%
COc1cccc(CNC(=O)CN2C(=O)COc3ccc(S(=O)(=O)N4CCOCC4)cc32)c1,1%
Cc1ccc(CNC(=O)C2CCC(CNS(=O)(=O)c3ccc(C)cc3)CC2)cc1 (stereo not given),-8%
CC(C)CN1C(=O)c2ccc(C(=O)Nc3c[nH]c(=O)[nH]c3=O)cc2C1=O,11%
COc1ccc(Br)cc1CNC(=O)CCc1cn(Cc2ccc(C)cc2)c2ccccc12,7%
CCN1CCN(C(=O)Cn2ncc3c2-c2ccccc2OC3)CC1,-5%
CCN1C(=O)C(=O)N(Cc2ccc(OC)c(F)c2)C1=O,-3%
Cc1ccc(-c2nc3cccnc3s2)cc1NS(=O)(=O)c1ccc2c(c1)CCCC2,-1%
Cc1c(-c2ccccc2)c(=O)oc2ccc(OC(=O)N3CCOCC3)cc12,-2%
Cc1ccccc1-c1nnc(SCC(=O)N2CCCC2)o1,4%
COc1ccc(-n2nc(C(=O)NCC(=O)N3CC(C)CC(C)C3)c3ccccc3c2=O)c(OC)c1 (stereo not given),4%
CC(O)C(NS(=O)(=O)c1ccc(Cl)cc1)C(=O)OCCOc1ccc(F)cc1 (stereo not given),11%
CC1CCc2c(sc(NC(=O)COc3ccccc3C(C)(C)C)c2C#N)C1 (stereo not given),-9%
COc1ccc2c(CC(=O)Nc3ccccc3N3CCOCC3)coc2c1,11%
CCOc1ccccc1C1CC(=O)NC(C)=C1C(=O)OC1CCCCCC1 (stereo not given),8%
COCCNc1oc(/C=C/c2cccc(OC)c2)nc1S(=O)(=O)c1ccccc1,10%

(listing goes on)
Structure,aSyn tox rescue
COc1ccc(N2CCN(C(=O)CCc3c(C)nc4c(-c5ccccc5)c(C)nn4c3C)CC2)cc1,16%
Oc1cccc(Nc2c3ccccc3nc3ccccc23)c1,5%
Cn1c(N)c(C(=O)CN2CCN(S(=O)(=O)c3ccccc3C#N)CC2)c(=O)n(C)c1=O,-6%
Cc1nnc(NC(=O)CSc2nc3c([nH]c4ccccc43)c(=O)n2-c2ccccc2)s1,-4%
COc1cc(-c2noc(CCCC(=O)Nc3ccc(C(N)=O)cc3)n2)cc(OC)c1OC,-2%
CCOc1ccc(CNC(=O)C2CCN(c3nnc(-n4cccc4CNc4ccc(C)cc4)s3)CC2)cc1OC,1%

Screening data as filed in PubChem BioAssay.
